NOD1 inhibition: inhibition of NOD1-driven NF-kB reporter – cell-based, luminescence, uHTS, primary screen (AID 1578); NOD1-driven NF-kB luciferase reporter cells, luminescence; higher % means a stronger effect; inhibition, % at 4 µM, or EC50 in µM where a hit was titrated; 290,000 compounds, 1% hits; in the data active = inhibition mostly above about 36%, no sharp cut-off; inactive = mostly below about 34%;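 note: HEK-293T reporter cells stimulated with the NOD1 agonist gamma-tri-DAP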
NOD2 inhibition: inhibition of NOD2-driven NF-kB reporter – cell-based, luminescence, uHTS, HEK293 (AID 1566); 290,000 compounds, 0.63% hits; inhibition, % at 4 µM; hits with a dose series show EC50 in µM; HEK293 NOD2/NF-kB luciferase reporter, luminescence; higher % means a stronger effect; in the data active = inhibition above about 50%; note: many of its hits are not listed in these tables
Numbers without * were called inactive. Not all compounds are listed, so the mix of outcomes need not match the whole.

SMILES | NOD1 inhibition | NOD2 inhibition
COc1ccc(CCNC(=O)C(=O)c2cn(CC(=O)N3CCOCC3)c3ccccc23)cc1OC | 6% | 14%
Cc1ccc(OCC(=O)NNC(=O)c2ccc(NC(=O)C3CC3)cc2)c(C)c1 | -19% | 4%
CC1(C)C2CC[C@]1(C)C(=O)N(CCCCN1CCN(c3ccccn3)CC1)C2=O | -6% | -3%
COCCNC(=O)c1cccc2c1-c1ccccc1C2=O | -10% | -6%
Cn1c(SCC(=O)Nc2ccc(Cl)cn2)nnc1C1CC1 | -47% | -6%
O=C(NCCN=C1NS(=O)(=O)c2ccccc21)c1ccccc1 | -30% | -3%
CCC1CCCCN1C(=O)c1ccc(OC)c(OC2CCN(C(C)=O)CC2)c1 (centres undefined) | -32% | 10%
CSCC(C)N1CCC(n2nccc2NC(=O)CCc2ccccc2)CC1 (centres undefined) | 2% | 8%
O=C(CSc1nc2ccccc2c(=O)n1-c1ccccc1)NCC1CCCO1 (centres undefined) | -28% | 5%
Cc1c(/C=C2\NC(=O)NC2=O)c2ccccc2n1C | -19% | 1%
COc1ccc(OC)c(C2NC(=O)N(C)C(C)=C2C(=O)OCc2ccccc2)c1 (centres undefined) | -5% | 2%
Cc1ccc(S(=O)(=O)Nc2ccccc2N2CCOCC2)cc1 | -12% | 4%
CC(C)CC(CCc1ccccc1)OS(N)(=O)=O (centres undefined) | -27% | -19%
O=C(c1ccc(Br)cc1)c1cc2ccc(O)cc2oc1=O | -3% | 11%
Cc1ccc(CS(=O)(=O)CCC(=O)NCc2ccccc2Cl)cc1 | 0% | -8%
O=C(CN(C(=O)CCC(=O)Nc1ccccn1)C1CCCC1)NCc1ccccc1 | -8% | -5%
CCCC[C@H]1COCCS(=O)(=O)N1Cc1ccc(F)cc1 | -26% | 16%
Cc1c(O)ccc(C(=O)CN2CCN(c3ccccc3)CC2)c1O | -12% | 12%
CCCCCCc1c(C)c2ccc(OCC(=O)N3CCC[C@H]3C(=O)O)c(C)c2oc1=O | 10% | 22%
Cc1cc(C)n2nc(CNS(=O)(=O)c3ccc([N+](=O)[O-])cc3)nc2n1 | -22% | 16%
CCOC(=O)C1CCN(C(=O)C2CCN(c3ncnc4c3nc3n4CCCCC3)CC2)CC1 | -32% | 14%
O=C(NCCc1ccc(Cl)cc1)C1CC(=O)N(C2CCCC2)C1 (centres undefined) | -20% | 5%
CCc1ccc(NC(=O)C2CCN(c3ncnc4c3nc3n4CCCCC3)CC2)cc1 | -11% | 9%
COc1ccccc1N(CC(O)CN1CCCCC1)S(=O)(=O)c1ccc(C)cc1 (centres undefined) | -12% | 7%
Cc1c(C(=O)N2CCOCC2)c(S(=O)(=O)Nc2cccc(F)c2)c(C)n1C | -9% | 9%
COc1ccc(CN(C(=O)c2snc(C(N)=O)c2N)C(C(=O)NC2CCCC2)c2cc(OC)ccc2OC)cc1 (centres undefined) | 6% | 20%
COc1cccc(NC(=O)Nc2cc(C(=O)O)ccc2N2CC3CC(C2)c2cccc(=O)n2C3)c1 (centres undefined) | -3% | 3%
COc1ccc(C(=O)NCc2nnc(SCC(=O)NC3=NCCS3)n2C)cc1 | -21% | 15%
COc1ccc(-n2c(SCC(=O)Nc3ccc(Cl)cc3)nc(O)c(Cc3ccccc3)c2=O)cc1 | -11% | 20%
O=C(OCc1ccc(F)cc1)c1cccnc1Cl | -33% | -15%
CC(NC(=O)c1ccccc1[N+](=O)[O-])C1CC2CCC1C2 (centres undefined) | 14% | 13%
CCCc1cc(=O)n2[nH]c(C)c(-c3ccc(Cl)cc3)c2n1 | 24% | 47%
COc1ccc(C(C(=O)NCc2ccccc2)N(C(=O)c2snc(C(N)=O)c2N)C2CCCC2)cc1O (centres undefined) | -13% | 12%
Cc1nn(-c2ccccc2)c2c1C(O)CC(C)(C)C2 (centres undefined) | -14% | 11%
CCc1ccc(CN(C)C(=O)C2CCC(=O)N(CCc3ccc(OC)cc3)C2)nc1 (centres undefined) | -18% | 14%
COc1ccc(CCC(C)NC2CCCCCCC2)cc1 (centres undefined) | 3% | -41%
COc1ccc(CNC(=O)CCCC(=O)Nc2cccc(Br)c2)cc1 | 8% | 3%
Cc1nn(-c2ccc(N3CCOCC3)nn2)c(C)c1CCC(=O)Nc1ccccc1 | -35% | -12%
O=C(CN1CCN(c2ccccn2)CC1)Nc1ccccc1Br | 2% | 16%
COc1cccc(CN2CCNC(=O)C2CC(=O)NC2CCOCC2)c1OC (centres undefined) | -17% | 13%
COc1ccc(N2Cc3ccc(OC)c(OC)c3C2=O)cc1 | -7% | -54%
Cc1ccc(C2c3[nH]c4ccccc4c3C[C@H]3C(=O)N(c4ccccc4C(=O)NCCCN4CCOCC4)C(=O)N23)cc1 (some centres undefined) | 0% | 14%
O=C(CCN1CCOCC1)NNC(=O)Nc1cccc(Cl)c1 | -31% | -18%
CC(C)(C)c1ccc(C(=O)N/C(=C\c2ccco2)C(=O)Nc2ccccc2C(=O)O)cc1 | -25% | -8%
CCCCS(=O)(=O)N1CCCC(C(=O)Nc2ccc3c(c2)CCC3)C1 (centres undefined) | -33% | 8%
COc1ccc(CCNC(=O)CCNC(=O)c2ccco2)cc1OC | -28% | -2%
CCOC(=O)Cn1nc(NC(=O)c2cc(OC)cc(OC)c2)cc1C | 42% | 2%
O=C(CN1C(=O)c2ccccc2S1(=O)=O)NCc1ccc(F)cc1 | -23% | -3%
COC(=O)CN1C(=O)[C@H]2[C@@H](c3ccc(C)o3)N3C(=O)CN(CCO)C(=O)[C@@]3(C)[C@H]2C1=O | 3% | 2%
CCn1c(=O)n(CC)c2cc(N3CCCC3)c(NC(=O)c3ccc(C)c([N+](=O)[O-])c3)cc21 | 1% | 16%
CS(=O)(=O)N(CCc1ccccc1)CC(=O)Nc1ccc(Br)cc1F | 34% | 13%
COc1ccc(N2CCN(S(=O)(=O)c3cc(-c4cc(C)no4)ccc3C(C)C)CC2)cc1 | -1% | 3%
COc1ccc(C(=O)NCCc2c[nH]c3ccccc23)cc1OC | 4% | 15%
NC(=O)CC(NC(=O)c1ccccc1)c1ccc(N2CCC(Cc3ccccc3)CC2)c([N+](=O)[O-])c1 (centres undefined) | 47% | 46%
COc1ccc(OC)c(Nc2nc3ccc(C)cc3n3cnnc23)c1 | -16% | -4%
Cc1cc(S(=O)(=O)N2CCOCC2)ccc1OCC(=O)Nc1ccc(F)cc1F | 14% | 17%
O=C(NCCN1CCOCC1)C(=O)c1c[nH]c2ccccc12 | -15% | 8%
COc1cc(/C=N/NC(=O)c2cc(C3CC3)[nH]n2)cc(OC)c1OC | 8% | -7%
Cc1ccc(CN2CCC(C(=O)Nc3ccc(Oc4cccnc4)cc3)CC2)cc1 | 8% | 26%
Nn1c(SCC(=O)Nc2ccccc2Br)nnc1-c1ccco1 | -44% | 3%

The list goes on; the last five above are carried over.
SMILES | NOD1 inhibition | NOD2 inhibition
Cc1cc(S(=O)(=O)N2CCOCC2)ccc1OCC(=O)Nc1ccc(F)cc1F | 14% | 17%
O=C(NCCN1CCOCC1)C(=O)c1c[nH]c2ccccc12 | -15% | 8%
COc1cc(/C=N/NC(=O)c2cc(C3CC3)[nH]n2)cc(OC)c1OC | 8% | -7%
Cc1ccc(CN2CCC(C(=O)Nc3ccc(Oc4cccnc4)cc3)CC2)cc1 | 8% | 26%
Nn1c(SCC(=O)Nc2ccccc2Br)nnc1-c1ccco1 | -44% | 3%
Cc1cc(=O)oc2cc(OCC(=O)NCCCN3CCOCC3)c(Cl)cc12 | 4% | 12%
Cc1ccccc1C(=O)NC1CCN(C(=O)NC2CCCCC2)CC1 | -30% | 1%
Cc1ccc(CNC(=O)CN(c2ccc(C(C)C)cc2)S(=O)(=O)c2c(C)noc2C)cc1 | -12% | -1%
O=C(O)c1ccccc1NC(=O)C(Cc1ccccc1)N1C(=O)c2ccccc2C1=O (centres undefined) | 0% | 23%
COc1cccc(/C=C2\SC(=S)N(C(C)C(=O)NC3C=CS(=O)(=O)C3)C2=O)c1 (centres undefined) | 33% | 6%
CC1CCCC(C)N1C(=O)CNCc1ccc2c(c1)OCO2 (centres undefined) | -4% | -4%
CCCCCN(C(=O)CCC(=O)OCC(=O)N1CCCC(C)C1)c1c(N)n(CCCC)c(=O)[nH]c1=O (centres undefined) | -31% | 15%
COc1ccc(N(C)C(=O)c2cc3c(s2)-c2ccc(Cl)cc2S(=O)(=O)C3)c(OC)c1 | 29% | 43%
O=C(c1cc(COc2ccc(F)cc2Cl)on1)N1CCCCCC1 | -85% | -37%
Cc1cccc(NC(=O)CSc2n[nH]c(-c3ccncc3)n2)c1C | -26% | -2%
CCC(=O)c1ccc(OCC(O)Cn2nc(C)c(Br)c2C)cc1 (centres undefined) | -21% | 13%
CN1C(=O)/C(=C2\SC(=S)N(NC(=O)c3cccnc3)C2=O)c2ccccc21 | -23% | 14%
CC(=O)Nc1ccc(Oc2ccc3c(c2)C(=O)NC3=O)cc1 | -43% | -15%
N#Cc1c(F)cccc1NCc1cccnc1 | -4% | -26%
Cc1csc(NC(=O)c2cccnc2)n1 | -24% | 10%
O=C(CN1C(=O)NC2(CCCCCC2)C1=O)c1ccccc1 | -32% | 4%
CCCc1cc(=O)oc2cc(O[C@@H]3O[C@H](CO)[C@@H](O)[C@H](O)[C@H]3O)ccc12 | -4% | 0%
Nc1cccc2c(=O)c3ccccc3[nH]c12 | -21% | 16%
Cc1ccc2c(c1)N(CC(=O)N1CCCC(C)C1)C(=O)CO2 (centres undefined) | -22% | -5%
Cc1ccccc1C(=O)NCCNC(=O)c1cnccn1 | 4% | -5%
COc1ccc(N(CC(=O)Nc2cc(OC)cc(OC)c2)S(=O)(=O)c2c(C)n[nH]c2C)cc1 | 34% | -19%
Cc1ccc(NC(=O)CN(C)C(=O)Cc2c(Cl)cccc2Cl)cc1 | -9% | 17%
CCOC(=O)C1CCCN(C(=O)C(=O)Nc2ccc3nc4n(c(=O)c3c2)CCCCC4)C1 (centres undefined) | 14% | 5%
CC1(C)CC(=O)C(CS(=O)(=O)c2ccccc2)=C(Cl)C1 | -11% | 13%
Cc1cc(C)c(S(=O)(=O)c2ccc(Cl)cc2)c(=O)[nH]1 | -2% | 7%
Cc1ccc(-n2ncc3c2CCCC3NC(=O)c2csnn2)cc1C (centres undefined) | -11% | 12%
CC(C(=O)N1CCc2ccccc21)N1CCN(Cc2ccccc2)CC1 (centres undefined) | -10% | -22%
Cc1cc(O)c(C(=O)/C=C/c2ccccc2)c(=O)o1 | 1% | -31%
O=C(Nc1ccccc1F)C1CCCN1S(=O)(=O)c1cccc2nsnc12 (centres undefined) | 1% | 11%
Cc1cccnc1Nc1nc(-c2ccccc2)cs1 | -111% | -134%
Cc1cc(Cl)c(OCCOCCN2CCN(C)CC2)c(Br)c1 | -7% | 6%
Cc1cc(OC(C)C(=O)N2C[C@H]3C[C@@H](C2)c2cccc(=O)n2C3)c2c(C)c(C)c(=O)oc2c1 (some centres undefined) | 24% | 14%
Oc1ccc(-c2c(-c3ccsc3)sc3ccccc23)cc1 | 5% | 11%
O=C(CSc1n[nH]c(-c2ccccc2O)n1)NC1CCCCC1 | 18% | 12%
Cc1cc(C(C)(C)C)cc(C)c1S(=O)(=O)N1CCN(C(=O)c2cc([N+](=O)[O-])c[nH]c2=O)CC1 | -22% | -4%
N#Cc1ccc(Cn2c(-c3ccc(F)cc3)noc2=O)cc1 | -24% | 12%

Next section, starting with the last 6 of the part before.
SMILES | NOD1 inhibition | NOD2 inhibition
Cc1cc(Cl)c(OCCOCCN2CCN(C)CC2)c(Br)c1 | -7% | 6%
Cc1cc(OC(C)C(=O)N2C[C@H]3C[C@@H](C2)c2cccc(=O)n2C3)c2c(C)c(C)c(=O)oc2c1 (some centres undefined) | 24% | 14%
Oc1ccc(-c2c(-c3ccsc3)sc3ccccc23)cc1 | 5% | 11%
O=C(CSc1n[nH]c(-c2ccccc2O)n1)NC1CCCCC1 | 18% | 12%
Cc1cc(C(C)(C)C)cc(C)c1S(=O)(=O)N1CCN(C(=O)c2cc([N+](=O)[O-])c[nH]c2=O)CC1 | -22% | -4%
N#Cc1ccc(Cn2c(-c3ccc(F)cc3)noc2=O)cc1 | -24% | 12%
COc1ccc(CCNS(=O)(=O)c2cc3c4c(c2)C(C)C(=O)N4CCC3)cc1OC (centres undefined) | -16% | 30%
Cc1ccc(/C=C2\SC(=S)N(NS(=O)(=O)c3ccc(C)cc3)C2=O)cc1 | 10% | 8%
COC(=O)c1cc(CN2C(=O)c3ccccc3C2=O)c(O)c([N+](=O)[O-])c1 | -5% | 8%
CCC1=NN(C(=O)c2ccc(Cl)cc2)C(O)(c2ccccc2)C1 (centres undefined) | 28% | 11%
O=C(NC1CCN(Cc2ccc(Cl)cc2Cl)CC1)c1ccccc1 | -6% | 22%
O=C(NCCCN1CCOCC1)c1cc(-c2ccc(F)cc2)no1 | -37% | 27%
CN1CCN(c2ccncc2S(=O)(=O)N2CCCCC2)CC1 | 23% | 19%
CS(=O)(=O)c1ccc(-c2nnn(CC(=O)Nc3ccc4c(c3)OCCO4)n2)cc1 | -2% | -40%
O=C(C1CC(=O)N(c2ccc3c(c2)OCCO3)C1)N1CCN(c2ccccc2O)CC1 (centres undefined) | -12% | 10%
CC(=O)Nc1ccc(NC(=O)Cc2ccc(-c3ccccc3)cc2)cc1 | -16% | 7%
O=C(NCCCN1CCCC1)c1ccc2c(c1)N(Cc1ccccc1F)C(=O)c1ccccc1S2=O (centres undefined) | 11% | 7%
CCOc1ccc(CCNS(=O)(=O)c2c(C)nc3scc(C)n3c2=O)cc1OCC | 36% | -4%

Looked up by structure from the list above:
SMILES | NOD1 inhibition | NOD2 inhibition
O=C(C1CC(=O)N(c2ccc3c(c2)OCCO3)C1)N1CCN(c2ccccc2O)CC1 (centres undefined) | -12% | 10%
CCC1=NN(C(=O)c2ccc(Cl)cc2)C(O)(c2ccccc2)C1 (centres undefined) | 28% | 11%

Compound activity as filed in PubChem BioAssay.
